# Screens as filed in PubChem.
# Coupling enz: coupling enzyme interference in Giardia aldolase counter-screen. 290,000 compounds, 0.67% hits. coupling enzyme system counterscreen, AmpLite Red fluorescence. AID 2472. activity change, negative = inhibition, % at 58.2 µM, hits read low; in the data active means activity change below about -30%; further: on the % scale 0 is the no-effect control and ±100 the full control effect
#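 First, compound is pin-transferred into glyceraldehyde-3-phosphate coupling-enzyme reagent at 57.5 uM final and held 10 min at RT. Next, substrate, coupling system and AmpLite Red are added. After 20 min RT, fluorescence (525/598 nm) is read.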
# S-ASM inh: inhibitors of human secretory acid sphingomyelinase. AID 504937. Potency, µM (doses to about 57.5 µM), inactives show at the highest dose activity change, negative = inhibition, actives largely listed as inhibitors. placental ASM, HMU-PC fluorogenic substrate, 60 min. 340,000 compounds, 0.006% hits. P17405; further: potency means the concentration at half of the fitted maximal effect
#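 qHTS format. ASM enzyme prepared from human placenta hydrolyses the fluorogenic substrate HMU-PC0 (9 uM final) over 60 min at 37 °C after a 10 min compound preincubation.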
# PKM2 activator: activators of human pyruvate kinase M2. AID 1631. 260,000 compounds, 0.34% hits. Potency, µM (doses to about 57.5 µM), for inactives: at the highest dose activation, usual class: activators. P14618. purified PKM2, Kinase-Glo ATP luminescence, activation; response scale: 0% is enzyme alone, no compound; further: potency means the concentration at half of the fitted maximal effect; on the % scale 0 is the no-effect control and ±100 the full control effect; nearly all actives have a fitted effect of over 55% in size
#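 Purified hPK-M2 (>95%) run at intermediate activity with 0.1 mM ADP and 0.5 mM PEP in 50 mM imidazole pH 7.2, KCl, MgCl2; 1 h room temperature. ATP formed read by Kinase-Glo luminescence; normalized to uninhibited and no-enzyme controls.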
# Menin-MLL TR inh: inhibitors of human menin-MLL interaction, mutant MLL peptide; O00255; Menin + Texas Red MLL mutant peptide, fluorescence polarization; Potency, µM (doses to about 61.6 µM), for inactives: at the highest dose FP activity change, negative = inhibition, actives largely listed as inhibitors; 270,000 compounds, 0.23% hits; AID 1768; active means well fitted inhibition curve with a large enough effect in the polarisation, with a control signal flat, not every such curve was filed as active; inconclusive means small, poorly fitted or top-dose-only effect, or effect the other way, or a change in a side signal; inactive means no such curve, though single readings can be large or run the other way; the % refers to the polarisation; further: potency means the concentration at half of the fitted maximal effect; % of control where 0% means no effect; many of its hits are not listed in these tables
# a7 integrin act: activates integrin-mediated alleviation for muscular dystrophy; alpha7betagal myoblasts, beta-gal FDG fluorescence, 48 h; AID 624291; Potency, µM (doses to about 38.3 µM), without a hit: at the highest dose activation, usual class: activators; 350,000 compounds, 0.064% hits;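 further: potency means the concentration at half of the fitted maximal effect; 100% = response of the positive control SU9516; nearly all actives have a fitted effect of over 60% in size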
#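 alpha7betagal+/- myoblasts (passage 13, 250/well) treated 48 h at 37C with compounds at 1:260 dilution of DMSO stock. Lysed, then beta-galactosidase activity read as FDG fluorescence (ex 480/em 540) after 30 min, with pre-read for autofluorescence.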
# PTAP TSG101 blk: blocks PTAP/TSG101 interaction to inhibit HIV-1 budding; Q99816; Fluorescence polarization, FITC-PTAP peptide / Tsg101 binding; Potency, µM (top dose mostly 115 µM), without a hit: at the highest dose activity change, negative = inhibition, hits mostly inhibitors; 340,000 tested, under 10 active; AID 493005; active means well fitted inhibition curve with a large enough effect in the main read-out, with a control signal flat, not every such curve was filed as active; inconclusive means small, poorly fitted or top-dose-only effect, or effect the other way, or a change in a side signal; inactive means no such curve, though single readings can be large or run the other way; further: potency means the concentration at half of the fitted maximal effect; % of control where 0% means no effect
# Target sequence (Q99816 whole entry, looked up): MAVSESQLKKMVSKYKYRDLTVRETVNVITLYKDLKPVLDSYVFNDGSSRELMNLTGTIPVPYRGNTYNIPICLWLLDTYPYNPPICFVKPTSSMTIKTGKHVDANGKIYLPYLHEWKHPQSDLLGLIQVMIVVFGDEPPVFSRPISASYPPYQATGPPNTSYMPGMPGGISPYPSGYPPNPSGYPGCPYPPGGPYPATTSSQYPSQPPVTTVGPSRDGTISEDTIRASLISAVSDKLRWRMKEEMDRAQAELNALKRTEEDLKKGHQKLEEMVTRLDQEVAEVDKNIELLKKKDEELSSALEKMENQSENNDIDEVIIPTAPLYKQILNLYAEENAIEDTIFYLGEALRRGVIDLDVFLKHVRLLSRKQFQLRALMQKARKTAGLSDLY
#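 Steps: Tsg101 binding domain dispensed (10 uM final), compounds pinned in DMSO, FITC-labeled PTAP-motif peptide added (50 nM final); after 20 min binding at room temperature, polarization measured.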
# GALK inh: inhibitors of human galactokinase | P51570 | Purified GALK, Kinase-Glo residual ATP luminescence | Potency, µM (doses to about 57.5 µM), for the others: at the top dose activity change, negative = inhibition, actives largely listed as inhibitors | 270,000 compounds, 0.007% hits | AID 1868; further: potency means the concentration at half of the fitted maximal effect; on the % scale 0 is the no-effect control and ±100 the full control effect
# Target sequence (P51570 whole entry, looked up): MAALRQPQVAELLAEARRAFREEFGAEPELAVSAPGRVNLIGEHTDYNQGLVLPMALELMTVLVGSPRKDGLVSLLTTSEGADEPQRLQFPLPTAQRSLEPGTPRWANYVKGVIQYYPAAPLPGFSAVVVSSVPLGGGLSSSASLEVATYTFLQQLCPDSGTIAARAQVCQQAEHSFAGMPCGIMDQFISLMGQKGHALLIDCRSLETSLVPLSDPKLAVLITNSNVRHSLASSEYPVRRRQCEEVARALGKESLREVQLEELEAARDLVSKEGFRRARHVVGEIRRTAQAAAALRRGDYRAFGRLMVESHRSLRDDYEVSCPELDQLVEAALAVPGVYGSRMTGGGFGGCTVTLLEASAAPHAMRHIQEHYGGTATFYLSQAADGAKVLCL
#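 Kinase-Glo Plus luminescence measured ATP left after a 1 h room-temperature reaction. The reaction used 5 nM GALK, 100 uM galactose and 35 uM ATP at pH 8.0 (20 mM HEPES, 5 mM MgCl2, 60 mM NaCl, 1 mM DTT, 0.01% BSA).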
# BCR signal inh: chronic active BCR signaling inhibition | ABC-DLBCL IkBa-CBG/CBR reporter, luminescence ratio, 4 h | Potency, µM (top dose mostly 46.1 µM), inactives show at the top dose ratio change, negative = lower green/red ratio, actives largely listed as inhibitors | 340,000 compounds, 0.05% hits; active means well fitted inhibition curve with a large enough effect in the signal ratio, with a control signal flat, not every such curve was filed as active; inconclusive means small, poorly fitted or top-dose-only effect, or effect the other way, or a change in a side signal; the % refers to the signal ratio;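 further: potency means the concentration at half of the fitted maximal effect; plate controls were basal doxycycline-induced cells for no effect and cells given 10 µM MG132 for full effect; MG132 reads +100%, hits lower the ratio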
#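 Cell line TMD8 (human ABC DLBCL), stably expressing tet-inducible CBG68-IkBa fusion and CBR; IMDM/0.5% FBS; cpd up to 46 uM; dox induction, 4 h, 37C/5% CO2; dual luminescence; green/red ratio; MG132 control.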
# B2AR arrestin: agonists driving beta-arrestin recruitment to human beta2-adrenergic receptor; P07550; beta-arrestin recruitment to beta2AR, cell-based reporter; Potency, µM (titrated, usually from 46.1 µM), inactives show at the top dose activation, usual class: activators; 330,000 compounds, 0.02% hits;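 further: potency means the concentration at half of the fitted maximal effect; 0% = DMSO controls and full agonism = EC100 isoproterenol or metaproterenol; nearly all actives have a fitted effect of over 65% in size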
# Tb PFK inh: blocks T. brucei phosphofructokinase; O15648; T. brucei PFK, ADP-Glo luminescence; Potency, µM (series often up to 57.5 µM), for the others: top-dose activity, negative = inhibition, hits mostly inhibitors; 330,000 compounds, 0.17% hits; AID 485367;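 further: potency means the concentration at half of the fitted maximal effect; 0% = uninhibited 1x PFK enzyme wells and -100% = no-enzyme wells; nearly all actives have a fitted effect of over 60% in size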
#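 In TEA buffer at pH 8.0 with 5 mM MgCl2, enzyme (1.25 nM) converted F6P (0.5 mM) and ATP (0.1 mM) for 45 min at room temperature. ADP product was read by luciferase luminescence.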
# Giardia killer: kills Giardia lamblia. Giardia lamblia trophozoite viability. 340,000 compounds, 0.15% hits. activity change, % at 7.66 µM, hits read low; in the data active means activity change below about -80%; inconclusive means between about -30% and that limit;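 further: parasites exposed to compound for two days anaerobically before the ATP read; on the % scale 0 is the no-effect control and ±100 the full control effect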
#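 Giardia trophozoites, 100 cells per well, were exposed to compounds for 48 hrs at 37 deg C under anaerobic conditions; viability was then read as ATP content by bioluminescence after 15-30 min at room temperature.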
# * hit, by the source's call; ? = inconclusive; nt = not tested or not shown; [ ] = another dose, or the depositor's remark. Unless noted, the call rests on the fitted dose curve; in most records, active means well fitted curve in the direction sought with a large enough effect; inconclusive means small, poorly fitted or top-dose-only effect, or another doubt; inactive means no such curve, though single readings can be large; an effect the other way counts as inactive or inconclusive. This is a subset; the hit share may differ from the screen's.
SMILES,Coupling enz,S-ASM inh,PKM2 activator,Menin-MLL TR inh,a7 integrin act,PTAP TSG101 blk,GALK inh,BCR signal inh,B2AR arrestin,Tb PFK inh,Giardia killer
O=C(c1ccc2c(c1)N(Cc1ccccc1)CCS2)N1CCOCC1,nt,52%[activator],nt,nt,-24%,-2%,-3%,2%,-0.1%,1%,0
Cc1cccnc1NC(=O)CSc1ncnc2sc(C)c(C)c12,nt,12%,nt,nt,-14%,-1%,nt,-12%,0.1%,-5%,-6
O=S(=O)(c1ccc(Cl)c(NC(=S)N/N=C/c2ccc(O)cc2)c1)N1CCOCC1,-1,-6%,-1%,?,-33%,-1%,4%,?,0.4%,1%,-3
O=C(NCc1nc2ccccc2[nH]1)c1ccc([N+](=O)[O-])cc1,0,-1%,1%,12%,20%,-5%,0%,10%,0.0%,-7%,-9
Cc1ccc(NC(=O)CCn2cnc3cc(C)c(C)cc32)cc1,0,0%,2%,1%,-23%,-14%,-2%,-7%,-0.2%,-6%,16
Cc1cc(OC(=O)C(c2ccccc2)c2ccccc2)c([N+](=O)[O-])c(=O)[nH]1,3,3%,7%,8%,0%,-4%,0%,3%,2.7%,5%,2
CC12CCC(C(=O)N(NC(=O)c3cc(Cl)ccc3O)C1=O)C2(C)C (stereo not drawn),1,55%[activator],-2%,2%,10%,-1%,2%,?,-0.1%,3%,13
CCC(=O)/C=C1\Sc2ccccc2N1CC,1,4%,-1%,-8%,-6%,0%,nt,-3%,0.0%,1%,-29
COc1cc(NC(C)C(=O)N2CC(C)OC(C)C2)cc(OC)c1 (stereo not drawn),-10,-1%,1%,nt,9%,-1%,-4%,?,0.2%,-1%,-11
COc1ccc([C@]23Cc4ccccc4C(O2)C2=C(CCCC2=O)O3)cc1,0,nt,1%[11.5 µM],-1%[11.7 µM],nt,nt,nt,25%[9.22 µM],-1.2%[9.22 µM],1%[11.5 µM],nt
CN(Cc1ccccc1)S(=O)(=O)c1csc(C(N)=O)c1,2,2%,nt,42%[activator],12%,-1%,8%,5%,-0.4%,-7%,17
O=C(CSc1ccc2nnc(-c3ccncc3)n2n1)Nc1ccc2c(c1)OCCO2,1,-1%,0%,-2%,-10%,0%,1%,-26%,-0.2%,2%,-6
O=C(CCN1CCCO1)N1CCCC(N2CCN(c3cccc(C(F)(F)F)c3)CC2)C1 (stereo not drawn),3,4%,-1%,0%,11%,nt,-1%,-2%,0.3%,4%,13
Cc1ccc(Cn2ncc3c(N4CCN(c5ccccc5C)CC4)ncnc32)cc1,-1,-3%,1%,-23%,-31%,-2%,-1%,?,0.3%,3%,13
CCCN1CCC(NC(=O)Cc2ccc(C)cc2)CC1,0,6%,-8%[11.5 µM],-23%,5%,-3%,-2%,2%,-4.0%,2%,0
CC1(c2nnc(-c3ccccc3)o2)CC(c2cccnc2)=NO1 (stereo not drawn),-1,3%,0%,nt,8%,-3%,-1%,-1%,-0.4%,-3%,-26
N/C(=N\OC(=O)COc1cc(Cl)c(Cl)cc1Cl)c1ccncc1,4,3%,-5%,14%,11µM*,-2%,-3%,2%,0.6%,9%,-16
COc1ccc2[nH]c(=O)c(CN(C(=O)c3cccnc3)c3ccccc3C)cc2c1,2,62%[activator],-6%,nt,4%,0%,2%,-4%,-0.4%,-3%,0
Cc1nn(Cc2ccc(F)cc2Cl)c(C)c1[N+](=O)[O-],2,-2%,4%,-17%,-4%,-1%,2%,1%,-0.1%,-2%,-13
COCCCNC(=O)CNC(=S)N(Cc1cc(OC)c(OC)c(OC)c1)C1CCCC1,3,6%,-6%,-7%,-4%,0%,0%,?,-1.9%,-7%,-16

# Molecules shown so far with a thiophene ring, fused or not (2):
SMILES,Coupling enz,S-ASM inh,PKM2 activator,Menin-MLL TR inh,a7 integrin act,PTAP TSG101 blk,GALK inh,BCR signal inh,B2AR arrestin,Tb PFK inh,Giardia killer
Cc1cccnc1NC(=O)CSc1ncnc2sc(C)c(C)c12,nt,12%,nt,nt,-14%,-1%,nt,-12%,0.1%,-5%,-6
CN(Cc1ccccc1)S(=O)(=O)c1csc(C(N)=O)c1,2,2%,nt,42%[activator],12%,-1%,8%,5%,-0.4%,-7%,17

# Next section:
SMILES,Coupling enz,S-ASM inh,PKM2 activator,Menin-MLL TR inh,a7 integrin act,PTAP TSG101 blk,GALK inh,BCR signal inh,B2AR arrestin,Tb PFK inh,Giardia killer
O=C(C[n+]1ccccc1)c1ccc(NC(=O)c2ccccc2)cc1,-1,0%,-1%,1%,21%,2%,0%,?,-0.3%,2%,8
COc1ccc(N(CC(=O)N2CCCC(C)C2)S(=O)(=O)c2c(C)nn(C)c2C)cc1 (stereo not drawn),3,-1%,10%,-10%[11.7 µM],-2%,-2%,1%,?,0.2%,0%,-20
CC(C)Nc1nc(Cl)nc(N(C#N)CN2C(=O)c3ccccc3S2(=O)=O)n1,3,1%,-6%,nt,-22%,-4%,-6%,-8%,-0.4%,3%,5
CC(=O)Nc1ccc(S(=O)(=O)Nc2nc(C)nc3sc4c(c23)CCC4)cc1,11,-10%,2%,nt,30%,-2%,-4%,?,-0.4%,4%,-12
COc1ccc(CCNC(=O)CN2CCN(c3cccc(C(F)(F)F)c3)CC2)cc1,-1,2%,7%,?,9%,3%,-1%,?,-0.2%,2%,-6
Cc1ccc(S(=O)(=O)NNC(=O)CCC(=O)Nc2ccccc2Cl)cc1,nt,-6%,nt,nt,?,-5%,-6%,3%,-0.2%,-2%,8
O=C(O)CC(NS(=O)(=O)c1cccc2nsnc12)c1ccc(F)cc1 (stereo not drawn),5,4%,-2%,7%,-13%,1%,1%,-4%,-0.2%,-3%,-1
CN(C)CCCNC1CS(=O)(=O)CC1O (stereo not drawn),-1,7%,3%,nt,13%,-1%,-2%,-17%,0.3%,-2%,-3
Cc1cc(=O)n(C)c(=O)n1CCCCCN1CCCC1,8,-1%,-2%,0%,4%,-3%,-3%,?,-0.3%,-8%,16
CN=c1scc(-c2ccco2)n1/N=C/c1ccc(O)c(O)c1,-12,16%,10%,?,-20%,0%,-3%,?,-1.1%,-9%,-27
CCN(CC)C(=O)CSc1ncnc2c(-c3cccs3)nsc12,1,82%[activator],4%,45%[activator],-43%,1%,-3%,?,0.1%,-23%,-20
COc1ccccc1NC(=O)c1oc2ccc(C)cc2c1C,-1,-10%,-22%,?,3%,-3%,13%,?,-0.3%,1%,-6
Cc1ccc(S(=O)(=O)N2CCCCC2)cc1C(=O)NCc1ccccn1,-1,0%,0%,4%,-18%,9%,0%,?,-0.1%,1%,3
O=C(CCCN1C(=O)[C@H]2CC=CC[C@H]2C1=O)NCc1nc(-c2ccc(Cl)cc2)no1,nt,-2%,nt,nt,-16%,-3%,0%,5%,0.1%,-3%,-17
CC1=CC(c2ccccc2)n2nc(N3C(=O)CCC3=O)nc2N1 (stereo not drawn),6,nt,-10%,15%,0%,-1%,-2%,-3%,0.2%,1%,2
O=C(C(=O)N1CCCC1)c1c(-c2ccccc2)[nH]c2ccccc12,1,1%,nt,-9%,-2%,1%,-3%,4%,0.3%,-6%,-10
CC1(C)Cc2nc3sc4c(=O)[nH]cnc4c3cc2CS1,5,-2%,2%,37%[activator],-14%,-5%,0%,?,-0.9%,-10%,12
Cc1cc(S(=O)(=O)NC2CCCCC2)ccc1OCC(=O)NCc1cccnc1,4,-2%,4%,1%,43%,-1%,0%,?,-0.3%,0%,12
Cc1[nH]cnc1CSCCN,2,7%,20%,-8%,21%,-3%,2%,12%,0.1%,4%,-1
COCCN1Cc2cc3cc(C)ccc3nc2SC1=Nc1ccc(OC)cc1,-6,-12%,10%,12%,36%,-2%,-1%,-2%,-1.0%,-7%,0
CSc1c(-c2ccccc2)nc2ccccc2c1C(=O)O,5,2%,3%,3%,5%,-8%,0%,-13%,-0.1%,0%,3

# Quoted at random: two records from the list, in no set order.
SMILES,Coupling enz,S-ASM inh,PKM2 activator,Menin-MLL TR inh,a7 integrin act,PTAP TSG101 blk,GALK inh,BCR signal inh,B2AR arrestin,Tb PFK inh,Giardia killer
CCN(CC)C(=O)CSc1ncnc2c(-c3cccs3)nsc12,1,82%[activator],4%,45%[activator],-43%,1%,-3%,?,0.1%,-23%,-20
CC(=O)Nc1ccc(S(=O)(=O)Nc2nc(C)nc3sc4c(c23)CCC4)cc1,11,-10%,2%,nt,30%,-2%,-4%,?,-0.4%,4%,-12
